Granule exo inh: blocks lytic granule exocytosis. 360,000 compounds, 0.66% hits. inhibition, % at 10 µM. TALL-104 LAMP-1 surface exposure, flow cytometry; cells stimulated with thapsigargin and PMA. AID 651702;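 active means inhibition above about 55%, limit read from the data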
TLR9-MyD88 block: TLR9-MyD88 interaction inhibition | AID 504734 | Q9NR96+Q99836 | inhibition, % at 4.98 µM | CHO BLA complementation TLR9-MyD88, CCF4 FRET ratio | 340,000 compounds, 0.21% hits;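 active means inhibition above the mean over all tested compounds plus 3 SD, cut at about 21% in these data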;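 further: 0% = DMSO only wells and 100% = clavulanate BLA inhibitor control wells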
TWEAK-Fn14 inh: TWEAK-Fn14 signaling inhibition; TWEAK-stimulated Fn14 reporter cells, luciferase luminescence, 8 h; AID 1159606; inhibition, % at 10 µM; 360,000 compounds, 2% hits; in the data active means inhibition above about 50%
NR5A2 inv ag: NR5A2 inverse agonism in reporter assay; O00482; inhibition, % at 3.6 µM; AID 602396; HEK293T StAR-luciferase reporter, LRH-1 transfected, 24 h; 360,000 compounds, 0.13% hits;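 active means inhibition above the mean inhibition of all tested compounds plus 3 SD, cut at about 73% in these data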;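 further: 0% = DMSO wells and 100% = reporter-only cells lacking LRH-1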
Target sequence (O00482 whole entry, looked up): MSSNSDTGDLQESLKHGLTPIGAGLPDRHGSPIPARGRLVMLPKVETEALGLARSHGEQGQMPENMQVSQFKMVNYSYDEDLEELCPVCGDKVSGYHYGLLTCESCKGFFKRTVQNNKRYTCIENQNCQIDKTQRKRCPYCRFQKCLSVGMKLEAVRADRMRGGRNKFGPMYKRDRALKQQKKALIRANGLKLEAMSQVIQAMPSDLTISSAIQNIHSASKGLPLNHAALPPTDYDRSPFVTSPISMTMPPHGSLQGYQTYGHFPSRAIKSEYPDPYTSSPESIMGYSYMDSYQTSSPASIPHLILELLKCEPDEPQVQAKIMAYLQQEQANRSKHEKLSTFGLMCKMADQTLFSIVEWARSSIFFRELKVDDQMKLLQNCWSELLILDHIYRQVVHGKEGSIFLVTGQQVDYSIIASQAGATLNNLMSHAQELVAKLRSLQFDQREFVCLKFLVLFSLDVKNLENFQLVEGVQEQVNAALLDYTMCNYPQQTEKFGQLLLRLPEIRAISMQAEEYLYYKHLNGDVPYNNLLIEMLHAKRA
SRC3 inh: human NCOA3 inhibition. Q9Y6Q9. HEK293 GAL4-SRC3 luciferase reporter, luminescence. inhibition, % at 3.6 µM. 360,000 compounds, 0.17% hits. AID 588352;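 active means inhibition above a per-campaign cutoff, the mean of all compounds plus 3 SD, cut at about 60% in these data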;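 further: 0% = DMSO-treated cells and 100% = gossypol-treated cells at 36 µM; higher means less SRC3-driven luciferase light from the GAL4 reporter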
TROY NFkB inh: inhibitors of TROY-dependent NF-kB signaling | inhibition, % at 10 µM | Q293 LMP1-TROYcd NF-kB luciferase reporter, 4 h | 360,000 compounds, 0.98% hits | AID 1347056;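 active means compounds whose plate-normalised and pattern-corrected inhibition of the luciferase reporter signal at the single screening dose is 50% or more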
NR2F2 inh: NR2F2 (human) inhibition, primary screen; P24468; HEK293T NGFI-A luciferase reporter, luminescence; inhibition, % at 8.6 µM; 370,000 compounds, 0.7% hits; AID 686940;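 active means inhibition above a per-plate cutoff, mean inhibition of test wells between control levels plus 3 SD, cut at about 38% in these data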;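 further: cells cotransfected with COUP-TFII expression vector driving the NGFI-A reporter; 0% = median of COUP-TF2 test wells and 100% = reporter-only cells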
NCOA1 inh: inhibits human SRC1 coactivator; Q15788; HEK293 GAL4-SRC1 luciferase reporter, luminescence; 360,000 compounds, 0.12% hits; inhibition, % at 3.6 µM;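 active means inhibition above the campaign mean plus 3 SD, with each screening campaign given its own cutoff, cut at about 60% in these data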;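 further: 0% = DMSO treated cells and 100% = gossypol at 36 µM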
NOD2 RIPK2 PPI: inhibitors of human NOD2-RIPK2 interaction | 360,000 compounds, 0.38% hits | CHO BLA complementation NOD2-RIPK2, CCF4 ratio | O43353 | inhibition, % at 4.98 µM; in the data active means inhibition above about 21%;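 further: 0% = vehicle only and 100% = reference blocker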
Target sequence (O43353 whole entry, looked up): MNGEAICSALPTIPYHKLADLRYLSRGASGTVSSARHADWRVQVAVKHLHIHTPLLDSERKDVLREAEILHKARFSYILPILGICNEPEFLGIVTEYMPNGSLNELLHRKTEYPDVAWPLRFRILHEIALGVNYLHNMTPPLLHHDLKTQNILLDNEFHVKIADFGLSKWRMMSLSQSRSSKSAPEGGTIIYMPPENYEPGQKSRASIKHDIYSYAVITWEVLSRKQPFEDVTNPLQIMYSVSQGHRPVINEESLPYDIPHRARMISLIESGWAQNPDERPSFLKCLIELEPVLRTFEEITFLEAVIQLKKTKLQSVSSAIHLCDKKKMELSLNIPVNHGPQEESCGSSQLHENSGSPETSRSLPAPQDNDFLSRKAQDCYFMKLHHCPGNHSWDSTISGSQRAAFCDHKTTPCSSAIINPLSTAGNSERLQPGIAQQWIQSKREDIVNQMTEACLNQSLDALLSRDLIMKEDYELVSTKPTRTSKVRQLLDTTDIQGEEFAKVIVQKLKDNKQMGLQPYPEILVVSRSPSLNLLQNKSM
SRC2 inh: inhibits human steroid receptor coactivator 2; Q15596; HEK293 GAL4-SRC2 luciferase reporter, luminescence; inhibition, % at 9 µM; 370,000 compounds, 0.17% hits; AID 651957;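 active means inhibition above the mean inhibition of all tested compounds plus 3 SD, set per campaign, cut at about 52% in these data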;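 further: 0% = DMSO treated cells and 100% = cells given Gossypol at 36 µM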
ABHD5 PLIN5 PPI: blocks binding of human ABHD5 to perilipin-5. Q00G26+Q8WTS1. Split G. princeps luciferase complementation, luminescence, 4 h. inhibition, % at 4 µM. 360,000 compounds, 0.78% hits;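 active means inhibition above the mean inhibition across every tested compound plus 3 SD, cut at about 22% in these data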;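 further: 0% = DMSO only wells and the 100% control is not disclosed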
* = called active by the depositor; / = not tested or not shown.

1. Cc1ccc(OC(=O)CCC(=O)NC(C)c2ccccc2)cc1 (stereo not given)
2. CCOc1ccc(C(=O)NC(=S)Nc2ccc(N3CCOCC3)c(Cl)c2)cc1[N+](=O)[O-]
3. Cc1nc2ccc(NC(=O)c3cncc(Br)c3)cc2s1
4. Cc1ccc(-c2nnn(CC(=O)N(CC(=O)NC3CCCC3)c3cccc(F)c3)n2)o1
5. COc1ccccc1CNC(=O)CN1C(=O)c2ccccc2S1(=O)=O
6. N#CC1(c2c(O)nc3n(c2=O)CCCS3)CCCCC1
7. COc1ccc(S(=O)(=O)Nc2cccc(-c3ccc4nncn4n3)c2)c(OC)c1
8. C=CCNC(=O)CSc1nc2sc3c(c2c(=O)n1CCC)CCC3
Assay by compound	1	2	3	4	5	6	7	8
Granule exo inh	1	5	-2	-10	22	-1	0	-1
TLR9-MyD88 block	-17	-4	-1	-3	-7	0	-2	6
TWEAK-Fn14 inh	9	63*	23	3	-3	11	-14	28
NR5A2 inv ag	3	9	-36	3	7	4	-9	-16
SRC3 inh	10	1	11	-11	2	-21	-8	11
TROY NFkB inh	3	4	-20	20	-5	5	-1	-10
NR2F2 inh	-10	9	-9	11	12	-6	3	4
NCOA1 inh	6	-1	11	9	-10	-8	-7	-54
NOD2 RIPK2 PPI	-1	1	0	-1	-8	1	-11	-14
SRC2 inh	-3	-11	2	3	-24	6	-7	26
ABHD5 PLIN5 PPI	-4	-2	1	-1	-5	-1	-4	10

9. COc1cc(/C=N/Nc2ccc(Cl)nn2)cc(OC)c1O
10. O=C(CN(C(=O)CNC(=O)c1ccco1)c1ccc2c(c1)OCCO2)NC1CCCC1
11. Cc1ccc(C)c(NS(=O)(=O)c2ccc(NC(=O)c3ccco3)cc2)c1
12. CCOc1ccc(OCC)c(S(=O)(=O)NCc2cccnc2)c1
13. O=C(NCCOc1nc(N2CCCCC2)nc(N2CCOCC2)n1)Nc1ccccc1
14. CCOCc1nnc(NC(=O)c2cccc(OC)c2)s1
15. CN(C)S(=O)(=O)c1cccc(NC(=S)NNC(=O)c2cc3ccccc3cc2O)c1
16. Cc1ccc(NC(=O)c2ccccn2)cc1S(=O)(=O)N1CCOCC1
Assay by compound	9	10	11	12	13	14	15	16
Granule exo inh	-6	6	-2	0	2	0	-3	-1
TLR9-MyD88 block	13	-3	-3	3	-7	-3	5	1
TWEAK-Fn14 inh	-24	-8	14	10	1	-28	3	-1
NR5A2 inv ag	-2	-12	-16	4	10	-28	13	10
SRC3 inh	-14	-20	6	-7	7	-47	-12	10
TROY NFkB inh	-15	1	17	-7	-2	-37	6	-9
NR2F2 inh	-15	4	12	5	11	-26	1	4
NCOA1 inh	-2	-20	-2	1	23	-37	-22	-7
NOD2 RIPK2 PPI	6	5	2	-4	1	8	0	-6
SRC2 inh	-8	9	17	0	-13	-38	5	-1
ABHD5 PLIN5 PPI	3	-1	8	2	-4	-4	4	0

17. CC(NC(=O)c1cc2ccccc2o1)C(=O)O (stereo not given)
18. CCN(C(=O)c1ccco1)c1nc(CC(=O)Nc2ccc(Cl)cc2)cs1
19. COc1ccc(CC(=O)NC2CC(C)(C)NC(C)(C)C2)cc1
20. CC1(C(=O)O)CCN1C(=O)c1cccc(C(F)(F)F)c1 (stereo not given)
21. Cc1ccnc2nc(C(=O)N3CCN(c4ccc(F)cc4)CC3)nn12
22. COc1ccc(NC(=O)CCN2CCN(S(=O)(=O)c3ccc(Cl)cc3)CC2)cc1
23. O=c1c(Cc2ccc(Cl)cc2)c(O)ccn1Cc1cccs1
24. O=C(c1cn2ccccc2n1)N1CCc2c([nH]c3ccccc23)C1c1ccccn1 (stereo not given)
Assay by compound	17	18	19	20	21	22	23	24
Granule exo inh	2	-1	1	-5	-2	2	-3	-1
TLR9-MyD88 block	6	-8	0	/	2	-5	3	-11
TWEAK-Fn14 inh	0	10	1	-22	21	7	12	19
NR5A2 inv ag	-14	-16	4	-13	2	17	16	5
SRC3 inh	9	7	-6	2	7	-9	-14	1
TROY NFkB inh	-1	-14	2	3	-5	14	0	-8
NR2F2 inh	14	26	-5	-3	4	4	-6	-2
NCOA1 inh	10	-12	-10	0	-7	5	4	-3
NOD2 RIPK2 PPI	2	-5	-2	-3	0	-9	-8	3
SRC2 inh	-8	-1	-12	29	-10	-25	6	-1
ABHD5 PLIN5 PPI	13	-3	0	8	15	4	10	0

From compound 17 as far as 23, as listed above:
17. CC(NC(=O)c1cc2ccccc2o1)C(=O)O (stereo not given)
18. CCN(C(=O)c1ccco1)c1nc(CC(=O)Nc2ccc(Cl)cc2)cs1
19. COc1ccc(CC(=O)NC2CC(C)(C)NC(C)(C)C2)cc1
20. CC1(C(=O)O)CCN1C(=O)c1cccc(C(F)(F)F)c1 (stereo not given)
21. Cc1ccnc2nc(C(=O)N3CCN(c4ccc(F)cc4)CC3)nn12
22. COc1ccc(NC(=O)CCN2CCN(S(=O)(=O)c3ccc(Cl)cc3)CC2)cc1
23. O=c1c(Cc2ccc(Cl)cc2)c(O)ccn1Cc1cccs1
Assay by compound	17	18	19	20	21	22	23
Granule exo inh	2	-1	1	-5	-2	2	-3
TLR9-MyD88 block	6	-8	0	/	2	-5	3
TWEAK-Fn14 inh	0	10	1	-22	21	7	12
NR5A2 inv ag	-14	-16	4	-13	2	17	16
SRC3 inh	9	7	-6	2	7	-9	-14
TROY NFkB inh	-1	-14	2	3	-5	14	0
NR2F2 inh	14	26	-5	-3	4	4	-6
NCOA1 inh	10	-12	-10	0	-7	5	4
NOD2 RIPK2 PPI	2	-5	-2	-3	0	-9	-8
SRC2 inh	-8	-1	-12	29	-10	-25	6
ABHD5 PLIN5 PPI	13	-3	0	8	15	4	10

The results go on.
25. CCc1nnc(NC(=O)CSc2nncc(=O)n2N)s1
26. COc1ccccc1N1CCN(S(=O)(=O)c2ccc3c(c2)NC(=O)CS3)CC1
27. CCn1c(/C=N/n2cnnc2)nc2ccccc21
28. Cc1ccc(S(=O)(=O)NCc2ccc(C(=O)NC3CCC(O)CC3)cc2)cc1C (stereo not given)
29. N=c1sccn1CC(=O)Nc1ccccc1Cc1ccccc1
30. CN(Cc1ccccc1F)C(=O)c1ccc(Oc2ccccc2)cc1
31. CC(=O)Oc1ccc(Cn2c(C)c(C(=O)NCc3ccc4c(c3)OCCO4)sc2=O)cc1
32. CN(Cc1cnn(C)c1)C(=O)c1ccc(OC2CCN(CCc3ccccc3)CC2)cc1
Assay by compound	25	26	27	28	29	30	31	32
Granule exo inh	-4	-14	5	0	2	4	0	-7
TLR9-MyD88 block	-3	2	-2	1	0	1	/	-9
TWEAK-Fn14 inh	19	5	22	5	8	-16	6	33
NR5A2 inv ag	-4	4	7	1	-12	9	-7	14
SRC3 inh	-7	-2	0	0	-18	0	-48	5
TROY NFkB inh	-39	6	3	-7	-9	-37	67*	12
NR2F2 inh	12	3	0	-6	9	-20	11	-1
NCOA1 inh	-6	20	5	1	-6	-10	12	8
NOD2 RIPK2 PPI	-10	4	-15	-8	-5	-8	2	-9
SRC2 inh	11	4	-5	8	4	-1	-3	-12
ABHD5 PLIN5 PPI	13	-3	0	4	-2	3	0	11

33. Cn1nc(C(F)(F)F)c(C(=O)Nc2cccc(Cl)c2)c1Cl
34. Cc1cc(-c2nn(-c3ccccc3F)cc2CN(C)CC(O)CO)c(C)s1 (stereo not given)
35. Cn1c(N/N=C/c2cccs2)nc2c1c(=O)n(Cc1ccccc1)c(=O)n2C
36. CCCc1nnc(NC(=O)C2CCN(C(=O)c3ccco3)CC2)s1
37. COC(=O)c1ccccc1C(=O)N1CCCC(C(=O)c2ccc(OC)c(OC)c2)C1 (stereo not given)
38. O=C(Nc1ccc(N2CCOCC2)cc1)c1ccc2c(c1)OCO2
39. O=C(NNC1=C(C(=O)C(F)(F)F)CCC1)c1cccc(O)c1
40. CCOc1ccc(CCNC(=O)COC(=O)CSc2ccc(C)cc2)cc1OCC
Assay by compound	33	34	35	36	37	38	39	40
Granule exo inh	-2	0	-1	-10	0	-1	-4	1
TLR9-MyD88 block	-6	-20	3	-5	-16	4	-5	-5
TWEAK-Fn14 inh	-24	-7	27	12	13	-30	-16	-32
NR5A2 inv ag	-12	-17	-25	4	5	-52	-94	4
SRC3 inh	-21	21	-5	0	-15	-60	-34	-6
TROY NFkB inh	-6	4	-23	19	-11	-24	-23	-23
NR2F2 inh	24	5	-1	8	-1	-34	-20	-5
NCOA1 inh	4	0	-3	8	17	-66	-47	-4
NOD2 RIPK2 PPI	-8	-12	-1	-2	5	6	0	2
SRC2 inh	24	-12	-28	9	5	-24	-70	-2
ABHD5 PLIN5 PPI	4	3	1	-2	-2	2	0	4

41. CC(C)CCSc1nc(N)c(C#N)cc1C#N
42. O=C(Cc1coc2ccc3ccccc3c12)NCc1ccccc1
43. COC(=O)CC(NS(=O)(=O)c1cccs1)c1cccc2ccccc12 (stereo not given)
44. CN(C)c1ccc(C=NCC2COc3ccccc3O2)cc1 (stereo not given)
45. CCCc1[nH]n(-c2ccc(F)cc2)c(=O)c1C=Nc1cccc(F)c1
46. O=C(Nc1cccnc1)c1ccccc1Oc1ccccc1
47. O=C(COC(=O)c1cnc(Cl)c(Cl)c1)NCc1cccs1
48. O=C(CSc1ncnc2ccccc12)Nc1cccc(S(=O)(=O)N2CCOCC2)c1
Assay by compound	41	42	43	44	45	46	47	48
Granule exo inh	-2	1	-2	-1	-2	-6	0	-1
TLR9-MyD88 block	-3	-8	-12	4	-9	-9	-4	-1
TWEAK-Fn14 inh	46	-8	-5	12	-3	-20	2	39
NR5A2 inv ag	8	-18	6	-2	2	19	-2	12
SRC3 inh	17	-8	-6	6	2	11	0	12
TROY NFkB inh	8	12	13	12	1	7	-11	24
NR2F2 inh	0	-1	18	-27	13	-11	8	12
NCOA1 inh	0	-11	-8	5	7	15	-11	-1
NOD2 RIPK2 PPI	6	9	4	-3	-7	4	-3	-10
SRC2 inh	34	-20	-9	15	-2	12	5	21
ABHD5 PLIN5 PPI	-1	-6	4	2	-5	-5	-1	2

49. C#CCOc1c(Cl)cc(C2C3=C(CCCC3=O)N(CC(=O)O)C3=C2C(=O)CCC3)cc1OC
50. CCOC(=O)c1cc2c(c(CCO)n1)[C@H](CCO)N(S(=O)C(C)(C)C)C2 (stereo not given in full)
51. Cc1ccc([N+](=O)[O-])cc1S(=O)(=O)Nc1cccc(S(=O)(=O)Nc2ccccc2C(=O)O)c1
52. CC(C)OCCCN(C)C1CCN(S(=O)(=O)c2ccc(-c3ccc(=O)[nH]n3)s2)CC1
53. COc1ccc(-c2nc(CN(C)C(C)c3ccon3)c(C)o2)c(C)c1C (stereo not given)
54. O=C(COC(=O)c1ccco1)Nc1nc2ccccc2s1
55. O=C(Nc1cc(C(F)(F)F)ccc1N1CCOCC1)c1ccccc1F
Assay by compound	49	50	51	52	53	54	55
Granule exo inh	1	-2	7	-3	1	-2	4
TLR9-MyD88 block	-1	3	4	-12	-3	6	-4
TWEAK-Fn14 inh	6	-11	4	-2	-10	9	62*
NR5A2 inv ag	-15	-8	-31	-8	-5	4	15
SRC3 inh	4	0	-10	-6	5	-11	-1
TROY NFkB inh	-6	-14	-8	2	1	-32	/
NR2F2 inh	-11	-2	-5	5	-22	-5	4
NCOA1 inh	0	-15	5	-7	16	-44	2
NOD2 RIPK2 PPI	-3	0	-3	-7	-4	1	-5
SRC2 inh	-19	3	10	-10	-20	-6	8
ABHD5 PLIN5 PPI	-9	-2	7	-11	-1	0	-5

Compound activity as filed in PubChem BioAssay.

Only part of the results is shown, so the mix of outcomes need not match the whole.
